Rab9 promoter act – Rab9 promoter activation; Huh7 Rab9 promoter-luciferase reporter, luminescence, 24 h; Potency, µM (doses to about 9.22 µM), inactives show at the highest dose activation, negative = inhibition, actives largely listed as activators; actives 2.8% (n = 320,000); AID 485297; note: % of control where 0% means no effect; nearly all actives have a fitted effect of over 60% in size
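Promoter activation is measured as luciferase luminescence in Huh7 cells stably transfected with a Rab9 promoter–luciferase construct, following 24 h compound exposure at 37 °C and 10 min reagent incubation at ambient temperature.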
BRCA1 expr up – BRCA1 expression activation. MCF7-BRCA1-FFLuc reporter, luminescence, 48 h; response scale: scaled: vehicle 0%, 10 µM genistein 100%. Potency, µM (top dose mostly 46.1 µM), for the others: at the top dose activation, hits mostly activators. AID 624202. actives 1.1% (n = 380,000); note: nearly all actives have a fitted effect of over 80% in size; some results filed as inactive show a strong effect at the top dose
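Luminescence from a BRCA1-driven firefly luciferase in MCF7 cells was the read-out, taken 15 min after substrate addition following 48 h compound exposure at 37 °C. Data were normalized to a 10 microM genistein control and DMSO vehicle.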
Gal4-VP16 FLuc – inhibits Gal4-VP16 luciferase reporter, ROR gamma counter-screen; Drosophila S2 Gal4-VP16 UAS-luciferase, luminescence, 20 h; Potency, µM (titrated, usually from 53.6 µM), for inactives: at the highest dose activity, negative = inhibition, usual class: inhibitors; actives 3.5% (n = 310,000); AID 2546;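 note: Gal4-VP16 expression switched on by copper sulfate through the metallothionein promoter; % is set by controls: 0 for no effect and ±100 for the full control effect; nearly all actives have a fitted effect of over 50% in size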
uPA surface inh – inhibitors of cell surface uPA generation; cell surface uPA generation assay, qHTS; Potency, µM (doses to about 38.3 µM), without a hit: top-dose activity change, negative = inhibition, hits mostly inhibitors; actives 0.31% (n = 330,000); active = well fitted inhibition curve with a large enough effect; inconclusive = small, poorly fitted or top-dose-only effect; inactive = no such curve, though single readings can be large or run the other way; tested in mouse RAW 264.7 cells; note: % is set by controls: 0 for no effect and ±100 for the full control effect; nearly all actives have a fitted effect of over 55% in size
RORg inh – inhibitors of mouse ROR gamma transcriptional activity; P51450; Potency, µM (series often up to 53.6 µM), inactives show at the top dose activity change, negative = inhibition, actives largely listed as inhibitors; actives 5.4% (n = 310,000); Drosophila S2 Gal4-RORgamma UAS-luciferase reporter, 20 h; note: % is set by controls: 0 for no effect and ±100 for the full control effect; nearly all actives have a fitted effect of over 60% in size
Target sequence (P51450 whole entry, looked up, the tested form may be a part): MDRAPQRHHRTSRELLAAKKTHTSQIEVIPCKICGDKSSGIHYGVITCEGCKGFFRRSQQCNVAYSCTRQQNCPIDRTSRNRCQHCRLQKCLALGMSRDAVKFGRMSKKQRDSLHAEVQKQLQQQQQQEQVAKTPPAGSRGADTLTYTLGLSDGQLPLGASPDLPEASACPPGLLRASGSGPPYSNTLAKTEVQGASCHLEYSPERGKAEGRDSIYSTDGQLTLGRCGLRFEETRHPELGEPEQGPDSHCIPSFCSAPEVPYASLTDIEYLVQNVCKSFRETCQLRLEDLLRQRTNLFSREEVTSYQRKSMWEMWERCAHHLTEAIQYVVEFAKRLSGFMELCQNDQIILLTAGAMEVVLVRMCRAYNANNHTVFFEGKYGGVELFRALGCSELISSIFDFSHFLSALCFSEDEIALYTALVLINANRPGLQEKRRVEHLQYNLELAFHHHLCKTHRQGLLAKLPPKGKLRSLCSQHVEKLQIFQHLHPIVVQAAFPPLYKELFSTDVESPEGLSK
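Drosophila S2 cells stably expressing Gal4-DBD/mouse RORγ fusion under metallothionein promoter plus UAS-luciferase; compound 1 h, then 700 uM CuSO4 induction for 20 h at ambient temperature; inhibition read as reduced luminescence.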
ELG1 genotox – genotoxicity induction in ELG1-luciferase HEK293T cells. HEK293T ELG1-luciferase reporter, luminescence, 16 h. Potency, µM (highest dose often 46 µM), for the others: at the highest dose activity change, positive = activation, most hits filed as activators. actives 1.3% (n = 330,000). AID 504466; note: % of control where 0% means no effect; nearly all actives have a fitted effect of over 60% in size
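Luminescence read-out: rising ELG1-luciferase signal, reflecting elevated ELG1 protein under genetic stress, flags genotoxic compounds. Cells were treated for 16 hr at 37 °C before ONE-Glo detection.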
NPC1 promoter act – activators of NPC1 promoter; Huh7 NPC1 promoter luciferase reporter, 24 h; Potency, µM (series often up to 9.22 µM), for inactives: at the top dose activation, most hits filed as activators; actives 2.4% (n = 320,000);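 note: % of control where 0% means no effect; nearly all actives have a fitted effect of over 60% in size; reporter is driven by a mutant NPC1 promoter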
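Luciferase expression driven by the NPC1 promoter was measured in stably transfected Huh7 cells after a 24 h compound incubation, using a luciferase reagent and a luminescence read.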
FLuc modulator – counter-screen for miR-21 project: firefly luciferase inhibitors or activators; P08659; purified FLuc, Km substrates, luminescence inhibition; Potency, µM (doses to about 57.5 µM), inactives show at the top dose activity change, negative = inhibition, usual class: inhibitors; actives 6.9% (n = 360,000); AID 588342;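 note: plate controls were vehicle for no effect and reference inhibitor for full effect; nearly all actives have a fitted effect of over 55% in size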
Target sequence (P08659 whole entry, looked up): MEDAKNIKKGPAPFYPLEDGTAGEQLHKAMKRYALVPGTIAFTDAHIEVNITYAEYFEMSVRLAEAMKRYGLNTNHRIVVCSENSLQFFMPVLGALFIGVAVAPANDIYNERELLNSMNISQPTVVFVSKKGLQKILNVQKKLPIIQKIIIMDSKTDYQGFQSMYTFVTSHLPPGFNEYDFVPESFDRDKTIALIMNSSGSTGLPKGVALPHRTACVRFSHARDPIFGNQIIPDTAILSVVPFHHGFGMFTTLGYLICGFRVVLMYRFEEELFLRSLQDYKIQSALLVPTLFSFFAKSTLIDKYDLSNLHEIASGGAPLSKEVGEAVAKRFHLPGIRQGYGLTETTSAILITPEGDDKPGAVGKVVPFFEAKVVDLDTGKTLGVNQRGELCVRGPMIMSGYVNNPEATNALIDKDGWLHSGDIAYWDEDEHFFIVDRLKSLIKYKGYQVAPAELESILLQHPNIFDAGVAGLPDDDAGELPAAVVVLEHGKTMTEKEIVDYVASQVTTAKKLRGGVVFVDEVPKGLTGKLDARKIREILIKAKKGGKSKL
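Purified P. pyralis luciferase, 10 nM final, with Km-level 10 uM D-luciferin and 10 uM ATP in 50 mM Tris acetate pH 7.5, 10 mM Mg acetate, 0.01% Tween-20, 0.05% BSA; 6-point qHTS titration about 60 µM downward; luminescence read.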
CXXC DNA block – inhibitors of human MLL CXXC domain-DNA interaction; MLL-CXXC / FITC-HOXA9 DNA fluorescence polarization; actives 0.037% (n = 290,000); Q03164; AID 2662; Potency, µM (doses to about 115 µM), inactives show top-dose activity change, negative = inhibition, most hits filed as inhibitors; active = well fitted inhibition curve with a large enough effect in the polarisation, with a control signal flat, not every such curve was filed as active; inconclusive = small, poorly fitted or top-dose-only effect, or effect the other way, or a change in a side signal; inactive = no such curve, though single readings can be large or run the other way; the % refers to the polarisation
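Fluorescence polarization: 7 uM MLL-CXXC (stock) preincubated 5 min with compounds, then 50 nM fluorescein-HOX-A9 DNA (stock) added; 30 min ambient. Buffer 50 mM Tris-HCl pH 7.5, 50 mM NaCl, 1 mM DTT, 0.05% BSA.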
MBNL1-CUG inh – inhibitors of human MBNL1 binding to CUG repeat RNA; Q9NR56; TR-FRET MBNL1-His/biotin-(CUG)12 binding, 665/545 ratio; Potency, µM (doses to about 57.5 µM), inactives show top-dose activity change, negative = inhibition, usual class: inhibitors; actives 0.036% (n = 280,000); AID 2675; active = well fitted inhibition curve with a large enough effect in the signal ratio, with a control signal flat, not every such curve was filed as active; inconclusive = small, poorly fitted or top-dose-only effect, or effect the other way, or a change in a side signal; inactive = no such curve, though single readings can be large or run the other way; the % refers to the signal ratio; note: % is set by controls: 0 for no effect and ±100 for the full control effect
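Inhibition of protein-RNA binding appears as loss of TR-FRET between terbium anti-His antibody on MBNL1-His and streptavidin-XL665 on biotin-(CUG)12. Activity is normalized to buffer-only and uninhibited-complex controls.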
p53 reactivation – restores transcriptional activity of mutant p53 | H1299 p53-A138V BP100-luciferase reporter, luminescence, 24 h | Potency, µM (titrated, usually from 92.2 µM), without a hit: at the highest dose activity change, positive = activation, usual class: activators | actives 0.063% (n = 320,000) | AID 504706; note: % of control where 0% means no effect; nearly all actives have a fitted effect of over 45% in size
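p53-null H1299 cells stably carrying temperature-sensitive p53-A138V and a BP100-luciferase reporter were pinned with compounds (4-point, 1:5 series) and held 24 hrs at 37 deg C. Luminescence was read 10 min after detection reagent.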
Starred values were filed as active, the others as inactive; u = inconclusive; x = no result given; [ ] = another dose, or the depositor's remark. Unless noted, calls come from the whole dose curve; as a rule, active = well fitted curve in the direction sought with a large enough effect; inconclusive = small, poorly fitted or top-dose-only effect, or another doubt; inactive = no such curve, though single readings can be large; an effect the other way counts as inactive or inconclusive. Potency is the fitted concentration of half-maximal effect. An excerpt; rates above refer to the full screens.

nr	smiles	Rab9 promoter act	BRCA1 expr up	Gal4-VP16 FLuc	uPA surface inh	RORg inh	ELG1 genotox
1	COc1ccc(/C=C2/C(=O)N(c3nc4ccccc4s3)N=C2CSc2ccc(Cl)cc2)cc1	1%	-34%	13µM*	0%	14µM*	-1%
2	COc1cc(/C=C2\SC(=S)N(CCC(=O)NCCc3ccccc3)C2=O)cc(OC)c1OC	-2%	-17%	-6%	0%	-45%	0%
3	C(=C\N1CCCCCC1)/c1nnnn1-c1ccc(-c2ccccc2)cc1	-1%	-86%[inhibitor]	-3%	-1%	0%	-4%
4	O=C(CSc1nc2cc(Cl)ccc2o1)N1CCOCC1	1%	40%	1%	-7%	-13%	4%
5	C[N+](C)(C)CC=O	1%[46.1 µM]	-11%	x	-10%	x	-1%
6	COc1ccc(-c2cc(C(F)F)nc(-n3nc(C)cc3C)n2)cc1	-7%	-23%	1.4µM*	1%	0.89µM*	-15%
7	Cc1ccccc1Nc1nc(N)nc(COC(=O)C2CCCCC2)n1	13%	-7%	23%	5%	-23%	12%
8	CSc1ncc(C(=O)Nc2cccnc2)c(C(F)(F)F)n1	-2%	4%	-4%	5%	26%	-1%
9	Cc1ccc(NC(=O)COC(=O)c2ccc(OCc3c(C)noc3C)cc2)cc1S(=O)(=O)N1CCOCC1	-5%	7%	7%	-1%	1%	4%
10	COc1cccc(C2CC(c3ccccc3OC)n3nc(N)nc3N2)c1 (configuration not stated)	-10%	-8%	11%	9%	-16%	3%
11	O=C(Nc1nccs1)c1ccc(Br)o1	u	u	-5%	-11%	-51%	13%
12	COc1cc(OC)cc(C(=O)NCC(=O)Nc2ccc(OC)c(Cl)c2)c1	-2%	7%	0%	10%	38%	1%

nr	NPC1 promoter act	FLuc modulator	CXXC DNA block	MBNL1-CUG inh	p53 reactivation
1	-3%	-24%	-4%	u	u
2	-1%	1%	8%	0%	7%
3	-2%	-16%	-8%	3%	1%
4	3%	-5%	9%	-6%	6%
5	1%[46.1 µM]	8%	-4%	x	-4%
6	-12%	-1%	2%	-4%	6%
7	-1%	15µM*	-3%	-6%	17%
8	5%	2%	7%	4%	-6%
9	-1%	-1%	4%	0%	18%
10	-2%	0%	0%	6%	-13%
11	25%	u	-2%	-2%	u
12	2%	-8%	10%	-1%	-2%

Next part, overlapping the part above by 5 compounds.
nr	smiles	Rab9 promoter act	BRCA1 expr up	Gal4-VP16 FLuc	uPA surface inh	RORg inh	ELG1 genotox
8	CSc1ncc(C(=O)Nc2cccnc2)c(C(F)(F)F)n1	-2%	4%	-4%	5%	26%	-1%
9	Cc1ccc(NC(=O)COC(=O)c2ccc(OCc3c(C)noc3C)cc2)cc1S(=O)(=O)N1CCOCC1	-5%	7%	7%	-1%	1%	4%
10	COc1cccc(C2CC(c3ccccc3OC)n3nc(N)nc3N2)c1 (configuration not stated)	-10%	-8%	11%	9%	-16%	3%
11	O=C(Nc1nccs1)c1ccc(Br)o1	u	u	-5%	-11%	-51%	13%
12	COc1cc(OC)cc(C(=O)NCC(=O)Nc2ccc(OC)c(Cl)c2)c1	-2%	7%	0%	10%	38%	1%
13	Cc1csc(=O)n1CCC(=O)OCc1nnc(-c2ccc(Cl)cc2)o1	2%	4%	x	16%	x	4%
14	NC(=O)CC(NC(=O)Cc1ccc(Br)cc1)c1ccc(NCc2cc(F)ccc2F)c([N+](=O)[O-])c1 (configuration not stated)	-4%	-30%	-17%	-27%	-2%	1%
15	Cc1ccc(/C=N/Nc2nncn2N)cc1	-2%[1.84 µM]	-102%[inhibitor]	13µM*	-19%	u	1%
16	Cc1cccc(NC(=S)N/N=C/c2ccc3c(c2)OCO3)c1	13%	48%	-15%	1%	-5%	2%
17	Cc1oc2ccc(NS(=O)(=O)c3ccccc3)cc2c1C(=O)Nc1ccccc1	-6%	-21%	3%	7%	14%[10 µM]	1%
18	COc1ccc(N2C(=O)C3CCCN3C2c2cc(OC)c(OC)c(OC)c2)cc1 (configuration not stated)	2%	11%	-3%	1%	4%	6%
19	Cc1ccc(CN2CCN(Cc3cccn3-c3nccs3)CC2CCO)cc1 (configuration not stated)	-1%	-2%	-8%	0%	-5%	-7%
20	N#CCC(=O)N/N=C/c1cc(-c2ccccc2)n(-c2ccc(Cl)cc2)c1-c1ccccc1	-3%	-70%	-4%	-5%	0%	13%
21	Oc1ccccc1-c1cncn1Cc1ccccc1	-9%	0%	-6%	-8%	26%	-4%
22	O=C(NC(=S)NC1CCCCCCCCCCC1)c1cccnc1	3%	-19%	-11%	-4%	0%	4%
23	O=C(c1ccc(Cl)c(S(=O)(=O)N2CCOCC2)c1)N1CCCC1	2%	-3%	-20%	-2%	-21%	0%
24	O=NN1CCN(c2ccncc2S(=O)(=O)N2CCCCC2)CC1	8%	3%	-7%	-1%	-2%	-6%

nr	NPC1 promoter act	FLuc modulator	CXXC DNA block	MBNL1-CUG inh	p53 reactivation
8	5%	2%	7%	4%	-6%
9	-1%	-1%	4%	0%	18%
10	-2%	0%	0%	6%	-13%
11	25%	u	-2%	-2%	u
12	2%	-8%	10%	-1%	-2%
13	1%	u	x	x	1%
14	0%	1%	28%	5%	-11%
15	-1%	-15%	u	12%	-18%
16	16%	u	0%	-14%[11.5 µM]	14%
17	-3%	-12%	12%	x	1%
18	14%	1%	-14%	-4%	-1%
19	-8%	0%	-11%	-10%	1%
20	-7%	-2%	-2%	0%	2%
21	1%	3%	-10%	7%	-2%
22	0%	0%	-20%	-1%	-2%
23	0%	1%	7%	-5%	-2%
24	0%	-1%	-5%	-5%	-5%

New compounds follow.
nr	smiles	Rab9 promoter act	BRCA1 expr up	Gal4-VP16 FLuc	uPA surface inh	RORg inh	ELG1 genotox
25	Cc1ccc(CSCC(=O)N(C)CC(=O)Nc2ccc(C)cc2)cc1	5%	8%	x	-2%	x	-9%
26	O=C(/C=C/c1ccco1)Oc1cccc2cccnc12	15%	-31%	4.5µM*	-9%	1.4µM*	-3%
27	COc1cccc(C(=O)NC(=S)Nc2ccc3oc(=O)ccc3c2)c1	-1%	-11%	u	-3%	u	3%
28	Cc1ccc(S(=O)(=O)N/N=C/c2cccc3c2OCCO3)cc1	-3%	9%	-4%	-2%	u	0%
29	Cc1ccc(C(=O)N2CCN(Cc3ccccc3)CC2)cc1S(=O)(=O)N1CCOCC1	2%	-3%	x	-5%	x	1%
30	Cc1cccc(C)c1NC(=O)CSc1nnc([C@@H]2CCCN2C(=O)OC(C)(C)C)o1	13%	-4%	-6%	1%	-2%	3%
31	Cc1cccc(-n2cnc(C(=O)N3CCN(C)CC3)c2)n1	-20%	34%	-22%[10 µM]	x	3%	4%
32	O=C(NCc1ccc2c(c1)OCO2)c1cc(-c2ccccc2)on1	1%	6%	-1%	2%	-7%	3%
33	CCC(C(=O)NC(C)(C)C)N(C(=O)Cn1nnc(-c2cccs2)n1)c1cnc2ccccc2c1 (configuration not stated)	4%	4%	-4%	0%	11%	-1%
34	COC(=O)c1ccc(-n2nnnc2SCc2nn[nH]n2)cc1	-15%	0%	-3%	2%	-2%	3%
35	CN(c1ccccc1)S(=O)(=O)c1ccc(NC(=O)c2nc(S(C)(=O)=O)ncc2Cl)cc1	-25%	-76%	2.8µM*	u	6.3µM*	-5%
36	CCCc1nc2ccccc2c(=O)n1CCc1ccccc1	4%	-37%	-10%	-5%	-12%	-12%
37	COCCNC(=O)C(=O)Nc1cccc(Br)c1	3%	u	17%	-5%	u	u

nr	NPC1 promoter act	FLuc modulator	CXXC DNA block	MBNL1-CUG inh	p53 reactivation
25	9%	-4%	x	x	0%
26	-2%	-7%	-9%	x	3%
27	-3%	4%	4%	-6%	6%
28	-3%	0%	7%	x	8%
29	-2%	-1%	x	x	1%
30	0%	0%	4%	7%	-2%
31	-2%	3%	1%	-1%	0%
32	1%	-2%	15%	1%	12%
33	-1%	5%	14%	0%	7%
34	0%	6%	-4%	-1%	u
35	-37%[inhibitor]	u	15%	-3%	-17%
36	3%	1%	-11%	-1%	0%
37	3%	-1%	6%	-4%	10%
